Assay outcomes: PubChem BioAssay, several laboratories
Rev-erbA mod = modulators of Rev-erb alpha DNA binding, primary screen, biochemical, FITC-DNA, fluorescence polarization, uHTS | Nuclear receptor subfamily 1 group D member 1 (Homo sapiens), P20393 | Rev-erbα–FITC-DNA binding, 90 min | activity, % at 10 µM | hit rate 0.79% among 370,000;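 active = activity above about 14%, limit read from the data; passing the limit was not always enough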;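 note: 0% = DMSO wells with 35 nM protein and 100% = DMSO wells with 750 nM protein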
PLCb3 inh = human PLC-beta3 inhibitors, primary screen, biochemical, fluorescence | 1-phosphatidylinositol 4,5-bisphosphate phosphodiesterase beta-3 (Homo sapiens), Q01970 | Purified PLC-beta3, fluorogenic substrate | inhibition, % at 12.2 µM | hit rate 0.18% among 370,000; in the data active = inhibition above about 11%;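 note: 0% = median of compound wells on plate and 100% = full blocker control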
Target sequence (Q01970 whole entry, looked up): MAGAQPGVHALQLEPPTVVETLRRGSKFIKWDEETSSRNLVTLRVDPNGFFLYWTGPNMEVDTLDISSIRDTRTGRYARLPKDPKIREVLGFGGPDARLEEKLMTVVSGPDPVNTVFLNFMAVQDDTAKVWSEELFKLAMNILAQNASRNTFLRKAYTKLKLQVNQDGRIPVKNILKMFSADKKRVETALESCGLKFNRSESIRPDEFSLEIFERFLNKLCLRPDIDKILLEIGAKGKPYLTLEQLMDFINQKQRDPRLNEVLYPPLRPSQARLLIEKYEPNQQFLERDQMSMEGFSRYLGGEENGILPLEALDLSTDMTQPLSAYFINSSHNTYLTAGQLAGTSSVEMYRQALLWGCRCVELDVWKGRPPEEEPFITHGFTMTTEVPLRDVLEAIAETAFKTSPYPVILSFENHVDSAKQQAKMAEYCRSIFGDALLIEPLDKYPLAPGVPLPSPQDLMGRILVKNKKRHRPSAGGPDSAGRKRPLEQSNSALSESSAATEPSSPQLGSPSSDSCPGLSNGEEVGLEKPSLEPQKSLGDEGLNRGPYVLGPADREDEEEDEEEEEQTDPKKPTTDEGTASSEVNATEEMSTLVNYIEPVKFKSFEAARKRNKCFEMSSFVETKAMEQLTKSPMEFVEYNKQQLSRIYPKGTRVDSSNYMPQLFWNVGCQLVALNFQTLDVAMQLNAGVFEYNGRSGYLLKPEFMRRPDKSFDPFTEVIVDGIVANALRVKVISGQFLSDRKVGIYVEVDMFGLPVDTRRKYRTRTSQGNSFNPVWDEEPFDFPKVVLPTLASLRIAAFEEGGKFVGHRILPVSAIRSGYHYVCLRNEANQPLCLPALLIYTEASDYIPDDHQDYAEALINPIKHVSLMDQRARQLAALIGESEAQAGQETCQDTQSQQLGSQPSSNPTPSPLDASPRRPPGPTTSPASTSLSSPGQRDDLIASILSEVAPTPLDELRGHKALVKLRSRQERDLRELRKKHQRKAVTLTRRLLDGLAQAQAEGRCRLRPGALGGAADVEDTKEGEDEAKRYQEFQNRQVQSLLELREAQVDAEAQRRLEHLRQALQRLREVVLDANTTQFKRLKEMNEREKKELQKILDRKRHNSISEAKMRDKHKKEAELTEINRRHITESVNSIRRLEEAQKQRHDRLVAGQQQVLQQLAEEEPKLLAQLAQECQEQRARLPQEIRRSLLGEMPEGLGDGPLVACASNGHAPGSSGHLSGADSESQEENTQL
hcDAF12 agonist = H. contortus DAF-12 nuclear receptor activators, primary screen, cell-based, luminescence, HEK293, lit1-tk-luc reporter | hit rate 1.4% among 370,000 | HEK293 hcDAF-12 lit1-tk-luc reporter; 0% DMSO, 100% Δ7-dafachronic acid | activation, % at 6.8 µM | AID 652067, 2013;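 active = activation above the mean of all tested compounds plus 3 SD, cut at about 5.5% in these data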;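 note: 100% = response to 3 µM Δ7-dafachronic acid high control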
FXN GAA850 act = FXN promoter activators, primary screen, cell-based, luciferase luminescence, HEK293 lucGAA850; HEK293 lucGAA850 FXN promoter luciferase reporter, 24 h; percent of 10 µM SAHA response; activation, % at 6 µM; hit rate 0.56% among 360,000;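 active = activation above the average of all compounds screened plus 3 SD, cutoff fixed separately per campaign, cut at about 7.5% in these data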;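 note: 0% = DMSO wells and 100% = 10 µM SAHA wells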
PG9 binder = binders of HIV-1 gp120 antibody PG9, primary screen, biochemical, TR-FRET | TR-FRET gp120-PG9 antibody binding | hit rate 0.43% among 360,000 | inhibition, % at 6.7 µM | HIV-1 gp120 / PG9 antibody interaction | AID 624416, 2012; in the data active = inhibition above about 8.5%
DAX1 inh-1 = DAX1 (NR0B1) inhibitors on StAR promoter, primary screen, cell-based, luminescence, SF-1 (NR5A1), full-length DAX-1 | AID 652010, 2013 | inhibition, % at 6.8 µM | HEK293T StAR-luciferase reporter, SF-1/DAX-1 repression relief | hit rate 1.1% among 370,000;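 active = inhibition above the mean over all tested compounds plus 3 SD, cut at about 3.6% in these data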;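 note: 0% = DAX-1 cells with DMSO and 100% = cells lacking DAX-1 with DMSO; higher inhibition means more luminescence from relief of DAX-1 repression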
ssDAF12 agonist = S. stercoralis DAF-12 nuclear receptor activators, primary screen, cell-based, luminescence, HEK293, GRIP1 co-expression, lit1-tk-luc. Nuclear hormone receptor DAF-12 (Strongyloides stercoralis). HEK293 ssDAF-12/GRIP1 lit1-tk-luc reporter; % of 3 µM dafachronic acid response. activation, % at 6.8 µM. hit rate 1% among 370,000. AID 652126, 2013;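 active = activation above the mean over all tested compounds plus 3 SD, cut at about 0.9% in these data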;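 note: 0% = DMSO-only wells and 100% = 3 µM delta7-dafachronic acid wells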
HGIII-sPLA2 inh = human group III sPLA2 inhibitors, primary screen, biochemical, QFRET, BODIPY PC-A2 liposome substrate; Group 3 secretory phospholipase A2 (Homo sapiens), Q9NZ20; QFRET BODIPY PC-A2 liposome hydrolysis, fluorescence; inhibition, % at 12.2 µM; hit rate 0.56% among 370,000;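 active = inhibition above mean plus 3 SD of compounds lying within the high and low control bounds, cut at about 19% in these data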;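 note: 0% = median of test compound wells and 100% = no enzyme DMSO wells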
hgDAF-12 ag = H. glycines DAF-12 receptor agonists, primary screen, cell-based, luminescence, HEK293, GAL4 fusion, UAS-luciferase; activation, % at 6.8 µM; hit rate 1.8% among 370,000; HEK293 GAL4-hgDAF12 UAS-luciferase reporter, agonist luminescence; normalized to butyrate control; Nuclear hormone receptor DAF-12 (Heterodera glycines), GAL4 fusion;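 active = activation above a cutoff set at the mean of all screened compounds plus 3 SD, cut at about 10% in these data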;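 note: 0% = DMSO wells and 100% = sodium butyrate wells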
DAX1 inh-2 = DAX1 (NR0B1) inhibitors, primary screen, cell-based, HEK293, Gal4-DAX1, luciferase luminescence | HEK293 Gal4-DAX1 luciferase reporter | inhibition, % at 6.75 µM | hit rate 0.99% among 340,000 | AID 504766, 2011;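 active = inhibition above the mean over all tested compounds plus 3 SD, cut at about 4.2% in these data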;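 note: 0% = DAX1-transfected cells with DMSO and 100% = empty-vector control cells with DMSO; inhibition shows as a rise in luminescence from relieved DAX1 repression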
SMARCA2 activ = SMARCA2 (BRM) function activators, primary screen, cell-based, luminescence, high throughput. activation, % at 9.1 µM. MG213 cells, MMTV-luciferase reporter, dexamethasone, overnight. AID 652017, 2013. hit rate 1% among 370,000; in the data active = activation above about 7.8%;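 note: 0% = vehicle wells and 100% = reference activator wells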
* = called active by the depositor; i = inactive; nt = not tested or not shown. This is a random part of the collection; any-hit rate near 7%.

SMILES	Rev-erbA mod	PLCb3 inh	hcDAF12 agonist	FXN GAA850 act	PG9 binder	DAX1 inh-1	ssDAF12 agonist	HGIII-sPLA2 inh	hgDAF-12 ag	DAX1 inh-2	SMARCA2 activ
Clc1ccc2nc(CN3CCCCCC3)cn2c1	-2	0	-0.8	-0.2	-1.0	0.1	-0.8	0	0.8	0.4	1
O=C(CCc1ccc(S(=O)(=O)NCc2ccccc2)cc1)NCC1CCCO1 (centres undefined)	1	1	-3.5	1.1	1.1	0.1	-1.5	2	-1.6	0.4	-1
O=C(NCCc1ccccc1)c1c[nH]c2ccc(F)cc2c1=O	4	-9	-2.2	0.4	-1.4	-0.4	-1.1	-7	-4.1	-0.3	-2
C=CCNC(=O)N1C2=NC(C(=O)OC)=C(C(=O)OC)[C@@H]3N(Cc4ccccc4)c4ccccc4[C@]23C[C@H]1C(=O)OC	-3	0	-0.9	-2.3	-0.6	-0.1	-1.3	1	0.0	0.8	0
CC1CN(C(=O)c2ccc(-c3cccc(C(F)(F)F)c3)o2)CC(C)O1 (centres undefined)	0	4	-3.3	3.8	0.6	-0.9	-1.0	4	0.0	0.5	0
COc1ccc2nc(-c3ccccc3)cc(C(=O)N3CCC3)c2c1	-4	i	-0.9	1.2	1.4	0.6	-1.6	2	-1.6	-0.5	-2
COC(=O)C1=C(C)N(Cc2cccc(C(F)(F)F)c2)C(=NCC2CC2)NC1c1ccccc1 (centres undefined)	-4	-2	0.3	nt	-0.2	0.6	-0.8	4	-1.3	nt	-6
Cn1c(=O)n(C)c2cc(NS(=O)(=O)c3ccc(Cl)s3)ccc21	6	-2	-1.0	4.9	-1.3	-0.1	-0.8	5	-2.0	2.2	-6
CN1CCN(CCCNC(=O)c2ccc3c(c2)N(Cc2ccccc2)CCS3)CC1	2	-438	0.8	-1.7	2.5	0.7	-0.9	2	0.6	1.2	-3
O=C(NCCCc1ccccc1)c1cccc(NC(=O)C2CCC2)c1	-2	3	-1.4	0.3	1.5	0.6	-1.7	-1	-0.5	-0.7	1
CCc1ccccc1NC(=O)CCCN1C(=O)C2CC=CCC2C1=O (centres undefined)	5	-4	-1.8	-0.6	-2.9	1.1	-0.8	-5	4.6	0.5	1
O=C(Cn1c(C(=O)NCCCN2CCOCC2)cc2sccc21)c1ccccc1	-2	2	0.7	-1.5	-3.9	0.8	0.2	-5	-2.2	-0.6	-2
CCOC(=O)C1(Cc2cccc(Cl)c2)CCCN(C(=O)c2ccnn2C)C1 (centres undefined)	0	-3	-0.2	4.8	0.3	1.8	-1.0	-7	6.7	0.6	3
CCc1ccc(NC(=O)C2CCCN(S(=O)(=O)c3ccc4[nH]c(=O)ccc4c3)C2)cc1 (centres undefined)	12	-3	-1.0	3.9	4.1	-0.4	-0.6	5	-3.0	0.6	-2
Fc1ccc(NC(=S)N2CCc3[nH]c4ccccc4c3C2)cc1	-9	-20	-0.6	0.3	-0.1	-0.7	-1.4	3	-4.0	-1.4	-2
CCCn1c(=C(C#N)C#N)s/c(=C2\C=Cc3ccccc3N2CC)c1=O	3	2	-1.2	0.3	-0.6	0.2	-1.4	8	-1.5	-0.1	-2
CCOc1cc(C(=S)N2CCCC2)ccc1OCC(=O)Nc1c(C)cc(C)cc1C	0	3	0.1	-0.2	-0.6	-0.5	-1.3	8	-1.5	0.1	0
Cn1ccnc1C(OC(=O)c1ccccc1)C(F)(F)F (centres undefined)	-5	-15	-1.1	2.0	1.4	0.3	-1.9	11	1.3	1.3	-2
COCCN1C(=O)c2oc3ccccc3c(=O)c2C1c1cccc(O)c1 (centres undefined)	0	2	-4.1	-1.3	1.1	-1.1	-1.1	-4	-1.1	3.3	0
Cc1nc2nc(SCC(=O)O)nn2c(C)c1Cc1c(F)cccc1Cl	0	-9	-0.7	1.2	1.3	0.0	-1.2	16	2.1	0.5	-4
Cc1cc2c(cc1S(=O)(=O)Nc1c(C)cccc1C)n(C)c(=O)c(=O)n2C	-2	-29	-1.2	-0.8	-0.3	-1.1	-1.4	13	-0.4	0.5	-2
CC(C)n1nccc1NS(=O)(=O)c1ccccc1	-3	-7	-0.6	1.7	0.0	1.3	-1.3	-3	-0.4	0.4	0
CC(=O)N1C(=O)C(=C2C=C(C)OC(C)=C2)c2ccccc21	3	3	3.2	0.5	-5.2	0.6	0.5	0	3.9	-0.3	0
CCCc1[nH]nc2c1C(/C(C)=C/c1ccccc1)C(C#N)=C(N)O2 (centres undefined)	8	-2	-1.9	-0.8	-1.2	-0.6	-1.1	-19	-1.3	0.3	-1
CCN1CCC2(CC1)C(C#N)=C(N)Oc1c2sc2nc(C)cc(C)c12	2	-102	0.2	1.2	-2.2	0.2	-1.4	-11	2.1	0.3	2

Reprinted from the part before: five entries, followed by the next part.
SMILES	Rev-erbA mod	PLCb3 inh	hcDAF12 agonist	FXN GAA850 act	PG9 binder	DAX1 inh-1	ssDAF12 agonist	HGIII-sPLA2 inh	hgDAF-12 ag	DAX1 inh-2	SMARCA2 activ
Cc1cc2c(cc1S(=O)(=O)Nc1c(C)cccc1C)n(C)c(=O)c(=O)n2C	-2	-29	-1.2	-0.8	-0.3	-1.1	-1.4	13	-0.4	0.5	-2
CC(C)n1nccc1NS(=O)(=O)c1ccccc1	-3	-7	-0.6	1.7	0.0	1.3	-1.3	-3	-0.4	0.4	0
CC(=O)N1C(=O)C(=C2C=C(C)OC(C)=C2)c2ccccc21	3	3	3.2	0.5	-5.2	0.6	0.5	0	3.9	-0.3	0
CCCc1[nH]nc2c1C(/C(C)=C/c1ccccc1)C(C#N)=C(N)O2 (centres undefined)	8	-2	-1.9	-0.8	-1.2	-0.6	-1.1	-19	-1.3	0.3	-1
CCN1CCC2(CC1)C(C#N)=C(N)Oc1c2sc2nc(C)cc(C)c12	2	-102	0.2	1.2	-2.2	0.2	-1.4	-11	2.1	0.3	2
Cc1cccc(NC(=O)NCCc2c[nH]c3ccccc23)c1	3	0	-0.9	-1.3	-0.2	-0.9	-0.9	-59	4.2	-1.8	-1
Cc1ccc(Cc2c(-c3ccc(Br)cc3)nc3ccc(Cl)cn23)cc1	-2	-5	1.3	nt	0.7	2.8	-1.2	-29	7.1	nt	2
Cc1cccc(C(O)c2ncc(-c3ccccc3F)[nH]2)c1C (centres undefined)	-4	0	-0.5	1.0	0.3	0.8	0.5	3	0.6	nt	-3
CC(C)(C)NC(=O)C(OC(=O)c1ccco1)c1ccc(Cl)cc1 (centres undefined)	6	-3	-1.3	-0.8	-0.8	0.2	-1.6	-9	0.4	0.7	-2
CCOc1cc(CNCCO)c(Cl)cc1OCC(=O)NCCc1ccccc1	-7	12*	-1.3	-3.0	-2.4	0.4	-1.7	7	-1.9	0.8	-4
NC(=O)C1CCN(CC(=O)Nc2ccc3c(c2)OCCO3)CC1	5	-6	0.0	1.9	-0.3	1.2	-1.2	0	1.5	0.5	0
O=C(OC1CC2CC1[C@H]1CCCCN1C2=O)N1CCCCC1 (some centres undefined)	-4	-1	-0.5	nt	1.1	-1.1	-1.2	8	4.5	nt	4
Cc1cccc(C)c1N1C(=O)CC(Sc2ccccc2N)C1=O (centres undefined)	-1	2	4.4	-1.7	-2.3	-0.8	-0.7	11	0.3	-0.1	-5
COc1c(S(=O)(=O)N2CCN(c3ccc(F)cc3)CC2)ccc(Cl)c1Cl	4	-1	-1.7	2.5	0.1	-0.1	-1.7	8	-0.4	-0.6	-5
CCCCn1c(SCC(N)=O)nc2ccc(N3CCOCC3)cc2c1=O	4	i	-0.9	2.2	-2.2	-0.6	-1.3	3	0.2	0.5	-1
CC(C)CCn1c(S(=O)(=O)O)nc2ccccc21	0	3	-0.9	0.7	1.8	0.0	-1.3	-1	-0.6	-0.3	1
CC1(C)CC2CC(C)(CN2/C=C2/CCCCC2=O)C1 (centres undefined)	-5	-43	-1.2	0.7	-0.8	-0.1	-1.6	0	-0.6	-0.2	-2
COc1ccc(NC(=S)Nc2ccccc2F)c(OC)c1	0	-2	1.9	-2.1	-0.4	1.6	-1.2	4	2.4	2.3	4
S=c1[nH]nc(NCCc2ccccc2)s1	9	1	0.3	3.2	-1.7	-0.4	-1.2	10	-0.4	0.0	0
CC(C)(C)c1cc(CCC(=O)NNC(=O)c2ccco2)cc(C(C)(C)C)c1O	-6	2	-1.5	0.8	-3.8	-0.8	-0.6	-7	0.4	-1.6	2
CCCCN(C(=O)c1[nH]c(C)c(C(=O)OCC)c1C)c1c(N)n(CCCC)c(=O)[nH]c1=O	-11	-2	1.5	1.3	-0.6	0.4	-0.9	-5	3.4	0.4	3
COC(=O)c1ccc2c(=O)[nH]c(CSc3nnc(C(F)(F)F)n3C)nc2c1	9	-6	-1.5	0.3	1.6	-0.8	-1.4	6	-2.3	-0.1	-2
O=C(NCCN1CCOCC1)c1ccc2c(c1)N(Cc1c(F)cccc1Cl)C(=O)c1ccccc1S2	2	1	-1.3	-3.0	-1.8	-0.8	-2.2	-18	0.9	-1.9	1
Cc1cc([N+](=O)[O-])ccc1NCc1ccc2ccccc2c1	10	-4	-1.3	-0.3	-0.2	-2.2	-1.5	12	2.8	-0.4	-3
CSCC(=O)N1CCC(n2nccc2NC(=O)CCc2ccccc2)CC1	4	-11	-0.3	-2.9	0.3	-0.3	-1.1	5	1.0	-0.5	0
COc1ccc(C(O)C(CC(=O)NCCCOC(C)C)C(=O)NCCCOC(C)C)cc1OC (centres undefined)	4	2	-0.8	0.7	-1.5	0.0	-1.6	3	3.4	-0.1	1
COC(=O)Cc1n[nH]c(=O)c2ccccc12	-1	3	0.7	1.5	-0.4	0.5	-1.2	3	1.0	0.1	0
COc1cc2c(C(=O)O)c(C)n(C)c2c2ccccc12	-5	-32	-0.8	1.8	-0.9	0.4	-0.7	2	-0.8	-0.2	-2
O=C(CCN1C(=O)C2C3C=CC(C3)C2C1=O)Nc1ccc2ncccc2c1 (centres undefined)	0	-12	-0.4	1.2	0.1	-0.2	-1.1	7	2.8	4.0	1
